KOR beta-arrestin-1 – KOR agonists, beta-arrestin recruitment, primary screen, cell-based, luminescence, uHTS (AID 1777); activation, % at 10 µM, or EC50 in µM where a hit was titrated; hit rate 0.02% among 280,000; KOR beta-arrestin recruitment, luminescence; higher % means a stronger effect; in the data active = activation above about 50%, passing the limit was not always enough; also: a part of the inactive calls stands beside numbers as strong as those of hits
HEK293 NOD2/NF-kB – inhibition of NOD2-driven NF-kB reporter – cell-based, luminescence, uHTS, HEK293 (AID 1566); HEK293 NOD2/NF-kB luciferase reporter, luminescence; higher % means a stronger effect; one-dose inhibition, % at 4 µM; EC50 in µM for titrated hits; hit rate 0.63% among 290,000; also: many of its hits are not listed in these tables
PhoP inhibition – inhibitors of PhoP regulon expression, primary screen, Salmonella Typhimurium, GFP reporter (AID 1863). S. Typhimurium PhoP-regulated promoter GFP reporter, 4 h; higher % means a stronger effect. hit rate 0.16% among 300,000. inhibition, % at 50 µM, or IC50 in µM where a hit was titrated;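 active = inhibition over 29.93%, a cutoff 3 SD above the screen mean, later confirmed by dose response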;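 also: 0% = low Mg2+ inducing control and 100% = high Mg2+ repressing control; strong numbers were not always called active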
Myeloid diff MLP – myeloid differentiation induction | ER-HoxA9 myeloid progenitors, lysozyme-GFP differentiation, flow cytometry | calls only at 10 µM | hit rate 1% among 360,000;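 active = normalized GFP-positive differentiation at or above the plate's own cutoff, the solvent-only control mean plus 3 SD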;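 also: cells exposed to compound for four days before flow analysis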
KOR beta-arrestin-2 – kappa opioid receptor blockers – cell-based, luminescence, uHTS (AID 1778); KOR beta-arrestin recruitment, luminescence, antagonist mode; higher % means a stronger effect; inhibition, % at 10 µM; hits with a dose series show IC50 in µM; hit rate 0.091% among 290,000; also: strong numbers were not always called active
LYP phosphatase – inhibitors of LYP phosphatase, biochemical, fluorescence intensity, uHTS (AID 1779). recombinant LYP phosphatase, fluorescence intensity; higher % means a stronger effect. one-dose inhibition, % at 11.5 µM; IC50 in µM for titrated hits. hit rate 0.054% among 290,000;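 also: plate controls were vehicle with enzyme for no effect and no enzyme for full effect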
NOD1 inhibition – inhibition of NOD1-driven NF-kB reporter – cell-based, luminescence, uHTS, primary screen (AID 1578); NOD1-driven NF-kB luciferase reporter cells, luminescence; higher % means a stronger effect; one-dose inhibition, % at 4 µM; EC50 in µM for titrated hits; hit rate 1% among 290,000; in the data active = inhibition mostly above about 36%, no sharp cut-off; inactive = mostly below about 34%;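 also: HEK-293T reporter cells stimulated with the NOD1 agonist gamma-tri-DAP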
SIAH1 antagonists – blockers of Siah-1 interaction with plectin peptide – biochemical, fluorescence polarization, rhodamine-plectin, uHTS, primary screen (AID 1817) | displacement, % at 20 µM, or IC50 in µM where a hit was titrated | Siah-1 / rhodamine-plectin peptide fluorescence polarization; higher % means a stronger effect | hit rate 0.02% among 290,000;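 active = displacement of at least 50% at 20 µM, with a fluorescence ratio check between 0.3 and a set limit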;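 also: plate controls were Siah plus tracer with DMSO for no effect and tracer alone without Siah for full effect; strong numbers were not always called active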
HIV peptide binding – cell-free HIV fusion peptide-binding blockers – biochemical, uHTS, fluorescence dequenching, primary screen (AID 1986); cell-free peptide binding, fluorescence dequenching, 30 min; higher % means a stronger effect; inhibition, % at 20 µM; hits with a dose series show IC50 in µM; hit rate 0.3% among 290,000; in the data active = inhibition mostly above about 52%, no sharp cut-off; inactive = mostly below about 76%; also: some results filed as inactive read as strong as hits
Myeloid diff MLP GFP+ MAC1+ % – further read-out of Myeloid diff MLP, marked with its call; GFP+ MAC1+ double positive, %; measured here: differentiation confirmed by MAC1 staining
Numbers without * were called inactive; i = inactive; . = not tested or not shown; [ ] = remark or other dose. Rule as the data show it, unless noted: active = inhibition above about 50%; inactive = the rest. Some of the compounds tested; rates above refer to the full screens.

SMILES	KOR beta-arrestin-1	HEK293 NOD2/NF-kB	PhoP inhibition	Myeloid diff MLP	Myeloid diff MLP GFP+ MAC1+ %	KOR beta-arrestin-2	LYP phosphatase	NOD1 inhibition	SIAH1 antagonists	HIV peptide binding
Cc1ccc(N=CC2=C(O)CC(c3ccco3)CC2=O)cc1 (stereo not given)	-0.1%	15%	5%	i	2.2	5%	-4%	-39%	1%	-0.1%
CCc1ccccc1NC(=O)CN(C)C(=O)COc1ccc(C)nc1[N+](=O)[O-]	-1.9%	11%	15%	i	2.8	14%	-8%	-24%	-2%	3.2%
COc1cccc(NC(=O)C2CCCN2C(=O)OCc2ccccc2)c1 (stereo not given)	-0.5%	0%	12%	i	1.8	17%	3%	-26%	7%	-1.8%
Cc1ccccc1-n1c(C)cc(/C=C(\C#N)C(=O)NCC2CCCO2)c1C (stereo not given)	7.5%	4%	-18%	i	0.3	-83%	-1%	-53%	5%	10%
CCN1CCN(Cc2nc3cc(NC(=O)COc4ccc([N+](=O)[O-])cc4)ccc3n2C)CC1	-5.3%	-2%	-6%	i	0.0	-25%	-7%	-25%	4%	21%
C[C@H](CO)NC(=O)[C@@H]1C[C@H]1[C@@H](NP(=O)(c1ccccc1)c1ccccc1)c1ccccc1	2.3%	20%	0%	i	0.2	-21%	-4%	-6%	0%	-1.7%
O=C(COc1ccc(Br)cc1CO)N1CCCc2ccccc21	1.0%	5%	0%	i	0.9	-65%	-9%	-40%	10%	1.1%
COC(=O)Cc1[nH]nc2c1C1(CCSCC1)C(C#N)=C(N)O2	-1.7%	-18%	-3%	i	3.0	17%	-3%	.	2%	-2.7%
Oc1c(C(c2cccs2)N2CCN(c3ccccc3)CC2)sc2ncnn12 (stereo not given)	1.3%	20%	-12%	i	2.1	15%	4%	-4%	15%	-1.2%
CCOc1ccc(NC(=O)C(C)N2C(=O)c3ccccc3C2=O)cc1 (stereo not given)	-1.8%	8%	-6%	.	.	-19%	-6%	-1%	-2%	1.6%
CN1CCN(CCCc2c3c(cc4c2CCC4)CCC3)CC1	2.4%	21%	-5%	i	0.8	-24%	-6%	3%	-3%	-0.4%
COc1ccc(C/C(N)=N/OC(=O)COc2ccccc2C)cc1	-1.4%	3%	-2%	i	0.4	12%	-8%	-39%	0%	-1.5%
O=C(NNC(=S)Nc1ccccc1)c1ccc2ncccc2c1	-2.8%	-75%	-5%	i	0.3	-17%	0%	2%	-2%	-2.7%
O=C(NCc1cccs1)c1cc2c(s1)CCCC2	1.1%	-34%	-10%	i	0.8	8%	-1%	-23%	-5%	-2.0%
COc1ccc(CS(=O)(=O)CC(C)(O)c2ccccc2Cl)cc1 (stereo not given)	-2.0%	14%	1%	i	0.1	-1%	-10%	2%	0%	1.6%

Reprinted at random: 6 entries already listed
SMILES	KOR beta-arrestin-1	HEK293 NOD2/NF-kB	PhoP inhibition	Myeloid diff MLP	Myeloid diff MLP GFP+ MAC1+ %	KOR beta-arrestin-2	LYP phosphatase	NOD1 inhibition	SIAH1 antagonists	HIV peptide binding
CCc1ccccc1NC(=O)CN(C)C(=O)COc1ccc(C)nc1[N+](=O)[O-]	-1.9%	11%	15%	i	2.8	14%	-8%	-24%	-2%	3.2%
CCN1CCN(Cc2nc3cc(NC(=O)COc4ccc([N+](=O)[O-])cc4)ccc3n2C)CC1	-5.3%	-2%	-6%	i	0.0	-25%	-7%	-25%	4%	21%
COc1ccc(CS(=O)(=O)CC(C)(O)c2ccccc2Cl)cc1 (stereo not given)	-2.0%	14%	1%	i	0.1	-1%	-10%	2%	0%	1.6%
Cc1ccccc1-n1c(C)cc(/C=C(\C#N)C(=O)NCC2CCCO2)c1C (stereo not given)	7.5%	4%	-18%	i	0.3	-83%	-1%	-53%	5%	10%
Cc1ccc(N=CC2=C(O)CC(c3ccco3)CC2=O)cc1 (stereo not given)	-0.1%	15%	5%	i	2.2	5%	-4%	-39%	1%	-0.1%
C[C@H](CO)NC(=O)[C@@H]1C[C@H]1[C@@H](NP(=O)(c1ccccc1)c1ccccc1)c1ccccc1	2.3%	20%	0%	i	0.2	-21%	-4%	-6%	0%	-1.7%

(next part)
SMILES	KOR beta-arrestin-1	HEK293 NOD2/NF-kB	PhoP inhibition	Myeloid diff MLP	Myeloid diff MLP GFP+ MAC1+ %	KOR beta-arrestin-2	LYP phosphatase	NOD1 inhibition	SIAH1 antagonists	HIV peptide binding
CCN(CC(O)Cn1c2ccccc2c2ccccc21)S(=O)(=O)c1ccc(F)cc1 (stereo not given)	-3.4%	-2%	10%	i	6.3	-18%	-2%	3%	5%	1.8%
NC(=O)c1cnn(-c2ccc3ccccc3c2)c1N	0.9%	-19%	7%	i	0.1	-15%	0%	-32%	11%	-0.5%
COc1ccc(C(=O)O/N=C(\N)Cc2ccc(Cl)c(Cl)c2)cc1OC	-0.5%	-3%	-7%	i	0.8	19%	-5%	-22%	2%	-0.6%
CCOc1ccc(NC(=O)CN2C(=O)S/C(=C/c3cccn3C)C2=O)cc1	2.7%	-35%	0%	i	0.4	-24%[20 µM]	0%	-51%	-6%	2.1%
Cc1cc(C(=O)NCc2cccs2)ccc1[N+](=O)[O-]	2.3%	0%	-5%	i	0.2	29%	-4%	-23%	8%	2.4%
CC(C)C(NC(=O)c1ccccc1F)C(=O)Nc1ccc2c(c1)OCO2 (stereo not given)	-1.3%	-8%	-4%	i	0.6	-12%	-6%	-27%	8%	1.3%
COc1ccccc1C(=O)Nc1ccc(N2CCN(Cc3ccccc3)CC2)cc1	-3.8%	19%	9%	i	0.4	7%	-3%	-28%	3%	-3.7%
Cc1ccc(-c2ccc(/C=N/N=C3/NC(=O)C(CC(=O)O)S3)o2)c([N+](=O)[O-])c1 (stereo not given)	-2.3%	0%	3%	i	1.0	9%	1%	-28%	-3%	20%
COc1ccc2cc(S(=O)(=O)N3CCCCCC3)ccc2c1	.	12%	0%	i	0.1	-46%[20 µM]	-2%	26%	-5%	0.0%
COc1cc(C(=O)NC(=S)Nc2ccc3oc(=O)ccc3c2)cc(OC)c1OC	0.8%	14%	35%	i	1.1	-23%	-4%	.	6%	-3.8%
Cc1cc(=O)[nH]c(N/N=C/c2ccc(OC(=O)c3ccco3)cc2)n1	0.2%	3%	-8%	i	0.1	-5%	-9%	-32%	4%	2.2%
COc1ccc(C(=O)n2ccc(C)n2)cc1Br	-4.5%	-2%	1%	.	.	8%	-2%	-33%	3%	-0.6%
Cc1nn(-c2ccc(N3CCOCC3)nn2)c(C)c1CCC(=O)NCc1ccccc1	-3.0%	20%	-17%	i	4.3	-7%	-9%	-15%	-1%	-1.3%
O=C(c1ccc([N+](=O)[O-])cc1)N1CCSC1c1ccccc1 (stereo not given)	-0.9%	18%	6%	i	0.3	4%	-6%	-14%	0%	-0.6%
CCc1nn(CC(=O)NCCCc2ccccc2)c(=O)c2cc3c(OC)cccc3n12	-5.7%	-76%	-4%	i	0.7	-5%	-10%	-7%	10%	-2.8%

3 of the entries above in order of their number in HEK293 NOD2/NF-kB, high to low.
SMILES | KOR beta-arrestin-1 | HEK293 NOD2/NF-kB | PhoP inhibition | Myeloid diff MLP GFP+ MAC1+ % | KOR beta-arrestin-2 | LYP phosphatase | NOD1 inhibition | SIAH1 antagonists | HIV peptide binding
O=C(c1ccc([N+](=O)[O-])cc1)N1CCSC1c1ccccc1 (stereo not given) | -0.9% | 18% | 6% | 0.3 | 4% | -6% | -14% | 0% | -0.6%
CCN(CC(O)Cn1c2ccccc2c2ccccc21)S(=O)(=O)c1ccc(F)cc1 (stereo not given) | -3.4% | -2% | 10% | 6.3 | -18% | -2% | 3% | 5% | 1.8%
NC(=O)c1cnn(-c2ccc3ccccc3c2)c1N | 0.9% | -19% | 7% | 0.1 | -15% | 0% | -32% | 11% | -0.5%

(list continues)
SMILES	KOR beta-arrestin-1	HEK293 NOD2/NF-kB	PhoP inhibition	Myeloid diff MLP	Myeloid diff MLP GFP+ MAC1+ %	KOR beta-arrestin-2	LYP phosphatase	NOD1 inhibition	SIAH1 antagonists	HIV peptide binding
Cc1cc(=O)[nH]c2nnc(-c3ccc(Br)cc3)n12	4.9%	-61%	-9%	i	0.5	7%	-7%	-3%	-3%	2.6%
CN(C)c1ccc(C2CC(c3cccc(NS(C)(=O)=O)c3)=NN2C(=O)c2ccccc2)cc1 (stereo not given)	5.9%	1%	-5%	i	0.9	-4%	1%	-17%	-9%	-0.6%
O=C(CNC(=O)c1ccccc1F)NC1CC1	1.0%	14%	-6%	i	0.2	19%	-5%	-29%	10%	-0.1%
O=[N+]([O-])c1ccc(N2CCN(c3ccccc3F)CC2)nc1	-8.5%	0%	5%	i	0.4	15%	-4%	-5%	-8%	-0.7%
O=C(Nc1ccccc1)Nc1cccc(NC(=O)Nc2ccccc2)c1F	-2.1%	-9%	9%	i	0.6	32%	-13%	-4%	-6%	2.8%
CCc1ccc(-c2cc(C(=O)N/N=C/c3ccccn3)[nH]n2)cc1	3.3%	-3%	-4%	i	0.3	-15%	3%	-2%	-2%	-0.5%
Cc1cccc(C(=O)NC2CCCCCCC2)c1	-6.7%	-28%	-4%	i	0.8	22%	-7%	2%	7%	-0.8%
CSc1ccc(-c2nc(CN3CCCCC3c3cccnc3)c(C)o2)cc1 (stereo not given)	6.2%	-10%	3%	i	0.1	-22%	-3%	-34%	-1%	-0.5%
CCOCc1cn(CC(=O)c2ccc([N+](=O)[O-])cc2)c(C)nc1=N	-4.8%	7%	1%	i	2.8	-10%	-10%	-11%	1%	0.3%
O=C(COc1ccccc1)N1CCN=C1SCc1ccccc1F	-0.9%	10%	2%	i	0.5	23%	-7%	1%	6%	-0.3%
Cn1c(-c2sccc2OCc2ccccc2)n[nH]c1=S	-1.5%	6%	1%	i	2.6	23%	-6%	.	-1%	-2.9%
COc1ccc(C2Nc3ccccc3C(=O)N2Cc2ccccc2)cc1 (stereo not given)	-1.6%	4%	-3%	i	0.6	-25%[20 µM]	-9%	-9%	-1%	-0.3%
CCOc1ccc(C2CC(c3ccccc3C)n3nc(N)nc3N2)cc1 (stereo not given)	-4.3%	13%	12%	i	1.7	-24%	-1%	24%	0%	-1.9%
CN1CCN(c2ccc(NC(=O)c3ccc4c(c3)OCCO4)cc2)CC1	-11%	-67%	-4%	i	0.0	-24%[20 µM]	-8%	-7%	-1%	1.9%
COc1ccc(C(=O)OCC(=O)Nc2c(C)cccc2C)cc1	0.6%	-6%	6%	i	0.6	2%	-7%	1%	-2%	0.1%
CN(C)CCCN(C(=O)CCS(=O)(=O)c1ccccc1)c1nc2cc3c(cc2s1)OCO3	-1.6%	30%	3%	.	.	20%	-3%	27%	13%	-0.7%

A second format for some results above.
canonical_smiles | KOR beta-arrestin-1 | HEK293 NOD2/NF-kB | PhoP inhibition | Myeloid diff MLP | Myeloid diff MLP GFP+ MAC1+ % | KOR beta-arrestin-2 | LYP phosphatase | NOD1 inhibition | SIAH1 antagonists | HIV peptide binding
O=C(CNC(=O)c1ccccc1F)NC1CC1 | 1.0% | 14% | -6% | i | 0.2 | 19% | -5% | -29% | 10% | -0.1%
CSc1ccc(-c2nc(CN3CCCCC3c3cccnc3)c(C)o2)cc1 (stereo not given) | 6.2% | -10% | 3% | i | 0.1 | -22% | -3% | -34% | -1% | -0.5%
